Assay outcomes from PubChem.
OX1R antag-1: antagonists of human orexin 1 receptor (OX1R) | Orexin/Hypocretin receptor type 1 (Homo sapiens), O43613 | AID 485270, 2010 | OX1R-expressing cells, FRET antagonist read-out | inhibition, % at 6.6 µM | 330,000 compounds, 1.8% hits; in the data active means inhibition mostly above about 38%, no sharp cut-off; inactive means mostly below about 40%;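 further: 0% = agonist challenge alone and 100% = reference antagonist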
Target sequence (O43613 whole entry, looked up): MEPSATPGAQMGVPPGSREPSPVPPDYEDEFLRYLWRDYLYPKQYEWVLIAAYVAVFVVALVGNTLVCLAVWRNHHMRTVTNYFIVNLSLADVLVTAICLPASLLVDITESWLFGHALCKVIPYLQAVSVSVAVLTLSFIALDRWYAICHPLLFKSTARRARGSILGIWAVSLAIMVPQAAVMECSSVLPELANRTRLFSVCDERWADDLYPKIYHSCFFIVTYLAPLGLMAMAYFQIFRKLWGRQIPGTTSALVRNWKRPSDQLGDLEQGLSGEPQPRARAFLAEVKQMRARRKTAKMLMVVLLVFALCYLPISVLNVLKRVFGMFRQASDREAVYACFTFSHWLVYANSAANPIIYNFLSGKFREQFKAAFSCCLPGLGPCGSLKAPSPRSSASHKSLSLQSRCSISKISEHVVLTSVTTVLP
CHT PAM: CHT positive allosteric modulators, primary screen, cell-based, membrane potential dye, choline EC20; High affinity choline transporter 1 (Homo sapiens), Q9GZV3; CHT-expressing cells; hits give high values; LV-AA mutant CHT in HEK293 cells; B-score at 10 µM; 310,000 compounds, 0.49% hits; AID 488977, 2010;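 active means initial fluorescence not abnormally high and integrated response B-score, plate-corrected, over 3 SD above library mean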
Target sequence (Q9GZV3 whole entry, looked up): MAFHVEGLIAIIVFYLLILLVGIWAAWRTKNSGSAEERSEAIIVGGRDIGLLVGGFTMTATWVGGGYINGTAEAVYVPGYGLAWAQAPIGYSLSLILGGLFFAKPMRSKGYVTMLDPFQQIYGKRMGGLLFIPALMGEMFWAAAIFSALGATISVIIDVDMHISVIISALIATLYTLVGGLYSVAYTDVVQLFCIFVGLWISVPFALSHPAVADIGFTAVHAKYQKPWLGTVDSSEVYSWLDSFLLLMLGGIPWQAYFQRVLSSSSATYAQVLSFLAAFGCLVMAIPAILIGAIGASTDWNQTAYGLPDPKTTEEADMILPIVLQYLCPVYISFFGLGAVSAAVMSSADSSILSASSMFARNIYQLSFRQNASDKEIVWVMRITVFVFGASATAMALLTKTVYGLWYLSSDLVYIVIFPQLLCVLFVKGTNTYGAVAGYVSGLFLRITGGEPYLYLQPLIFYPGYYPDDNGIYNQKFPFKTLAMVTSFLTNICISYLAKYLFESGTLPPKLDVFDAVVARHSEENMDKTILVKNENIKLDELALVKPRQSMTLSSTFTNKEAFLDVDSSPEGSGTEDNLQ
OX1R antag-2: OX1R (HCRTR1) antagonists, primary screen, fluorescence, CHO/OX1R cells, Fluo-8 calcium, orexin A. AID 434989, 2010. 330,000 compounds, 0.43% hits. Fluo-8 calcium fluorescence. inhibition, % at 5 µM;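 active means inhibition above its plate's threshold, mean inhibition of all tested compounds on the plate plus 3 SD, cut at about 37% in these data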;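 further: 0% = orexin A challenge wells and 100% = SB-334867-A antagonist wells; not every result past the cut was called active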
* marks the source's active call; other numbers are inactive results; i = inactive; . = no result given.

SMILES	OX1R antag-1	CHT PAM	OX1R antag-2
CCOc1cccc2cc(-c3csc(NC(=O)CCC(=O)N4CCC(C)CC4)n3)c(=O)oc12	13	i	-12
CC(Oc1ccc2c3c(c(=O)oc2c1)CCCC3)C(=O)NC1CC(C)(C)NC(C)(C)C1 (centres undefined)	15	i	-7
CC(NC(=O)c1cccs1)C(=O)NC1=NCCS1 (centres undefined)	11	i	-13
Cc1ccc(-c2csc(NC(=O)c3cccc(C)c3)c2C(=O)O)cc1	20	i	5
COCCNC(=O)CN(C(=O)CCC(=O)Nc1nccs1)c1ccccc1OC	-6	i	-9
COC(=O)c1cc(CN2CCN(c3ccccc3)CC2)ccc1O	5	i	-23
CCN(CC)CCN(C)Cc1nc(C(c2ccccc2)c2ccccc2)no1	13	i	-28
c1ccc(CCNc2nnnn2-c2ccccc2)cc1	11	i	-13
CC(C)(C)c1ccc(C(=O)N2CCN(CCNC(=O)C(=O)Nc3ccc(F)cc3)CC2)cc1	2	i	-28
CCc1cc2c(=O)c(-c3ccc4c(c3)OCCO4)c(C)oc2cc1OS(C)(=O)=O	20	i	11
COc1ccc(N(Cc2cc3ccccc3[nH]c2=O)S(=O)(=O)c2ccccc2)cc1	6	i	-37
N#CC1=C(N)SC(N)=C(C#N)C1c1ccnc2ccccc12	25	i	-6
CC(C)(C)CN1C(N)=NC[C@@H]1c1ccccc1	17	i	0
COc1cccc(NC(=O)c2ccc3c(c2)OCO3)c1	30	i	-6
O=C(Nc1ccccc1OC(F)F)c1ccc(Br)o1	16	i	-17
CCC(CC)C(=O)Nc1nnc(S(=O)(=O)N2CCCc3ccccc32)s1	3	i	-14
O=C(NCc1cccc(Cl)c1)c1ccncc1	18	i	-6
Cn1c(=O)n(Cc2ccco2)c(=N)c2c3c(sc21)CCCC3	13	i	-20
COC(=O)c1ccccc1NC(=O)c1cnc2sccn2c1=O	4	i	-5
O=C(NCc1ccc2c(c1)OCO2)c1ccc2c(c1)OCCO2	19	i	-32
CC[n+]1c(C)cc(C)n1-c1ccccc1	10	i	1
O=c1cc(CN2CCN(c3cccc(Cl)c3)CC2)c2cc(O)c(-c3ccccc3)cc2o1	2	i	-12
O=S(=O)(c1ccc2ccccc2c1)N1CCN(S(=O)(=O)N2CCOCC2)CC1	1	i	-4
Cc1ccc(C)c(OCc2n[nH]c(=S)o2)c1	8	i	-21
CN(C)c1ccc(S(=O)(=O)N2CCC(Cc3ccccc3)CC2)cn1	5	.	21
O=C(Nc1ccc2c(c1)OCCO2)c1cccc(Cl)c1Cl	1	i	-27
O=C(CSc1nc2ncc(Cl)cc2[nH]1)c1c[nH]c2ccccc12	22	i	6
CCCC(C(=O)n1nc(C)cc1C)C(NS(=O)(=O)c1ccc(C)cc1)c1ccccc1 (centres undefined)	13	i	22
Cc1ccc(Sc2c(C)[nH]n(C(C)(C)C)c2=O)cc1	10	i	-4
Cc1ccc(NC2c3ncccc3C(=O)N2Cc2ccco2)c(C)c1 (centres undefined)	14	i	-22

Given in markdown: part of the list above
| SMILES | OX1R antag-1 | CHT PAM | OX1R antag-2 |
| --- | --- | --- | --- |
| O=c1cc(CN2CCN(c3cccc(Cl)c3)CC2)c2cc(O)c(-c3ccccc3)cc2o1 | 2 | i | -12 |
| O=S(=O)(c1ccc2ccccc2c1)N1CCN(S(=O)(=O)N2CCOCC2)CC1 | 1 | i | -4 |
| Cc1ccc(C)c(OCc2n[nH]c(=S)o2)c1 | 8 | i | -21 |
| CN(C)c1ccc(S(=O)(=O)N2CCC(Cc3ccccc3)CC2)cn1 | 5 | . | 21 |
| O=C(Nc1ccc2c(c1)OCCO2)c1cccc(Cl)c1Cl | 1 | i | -27 |

(list continues)
SMILES	OX1R antag-1	CHT PAM	OX1R antag-2
O=C(O)C1=CC[C@@H](c2ccc(Cl)cc2)N(S(=O)(=O)c2ccc(Cl)cc2)[C@H]1c1ccc(F)cc1	30	i	-6
CCOC(=O)c1cc2c(=O)n3ccccc3nc2n(C(C)C)c1=NC(=O)c1c(-c2ccccc2Cl)noc1C	3	i	-14
COc1cccc(NC(=O)CCN2C(=O)c3ccccc3Sc3ncccc32)c1	2	i	-19
O=C(NC(O)C(=O)c1ccccc1)c1cccs1 (centres undefined)	14	i	-4
CCOC(=O)C1CCN(C(=O)c2ccccc2NC(=O)c2ccc(Br)cc2)CC1	5	i	-24
COc1ccc(Br)cc1/C=N/NC(=O)c1ccc(OC)c(OC)c1	43*	i	-16
CCNc1sc(C(=O)c2cccs2)c(N)c1-c1nc2ccccc2s1	42	i	-42
CCCCC(=O)NNC(=O)N1c2ccccc2Sc2ccccc21	5	i	-7
O=c1c2ccccc2[nH]c(=S)n1Cc1cccnc1	6	i	-12
O=C(Nc1ccc(-c2nc3ccccc3[nH]2)cc1)c1c(F)c(F)c(F)c(F)c1F	28	i	-10
CCCNC(=O)Cc1c(OC)ccc2cc(Br)ccc12	25	i	-2
CCS(=O)(=O)c1ccc2oc(Nc3cc(Cl)ccc3OC)nc2c1	17	i	0
Cc1ccc2c(=O)oc(N(C)C)nc2c1	6	i	-3
COc1cccc(NC(=O)CCN2CCN(C)CC2)c1	16	i	-10
COC(=O)c1cc2n(n1)CCN(Cc1ccccc1F)C2=O	9	i	-17

Sorted by molecular weight (low to high): part of the list above
SMILES	OX1R antag-1	CHT PAM	OX1R antag-2
Cc1ccc2c(=O)oc(N(C)C)nc2c1	6	i	-3
COC(=O)c1cc2n(n1)CCN(Cc1ccccc1F)C2=O	9	i	-17
CCS(=O)(=O)c1ccc2oc(Nc3cc(Cl)ccc3OC)nc2c1	17	i	0
COc1cccc(NC(=O)CCN2C(=O)c3ccccc3Sc3ncccc32)c1	2	i	-19

Next part
SMILES	OX1R antag-1	CHT PAM	OX1R antag-2
CC(C)=C1SC(N2CCN(c3ccc(C)c(Cl)c3)CC2)=NC1=O	8	i	-12
O=C(Nc1ccc(Br)cc1)c1ccc2c(c1)OCO2	7	i	-3
O=C(O)c1ccccc1Nc1ccc([N+](=O)[O-])cc1C(=O)O	15	i	14
O=C(Nc1nnc(Cc2ccc(Cl)cc2)s1)c1ccncc1	7	i	-12
O=C(Nc1ccc(Br)cc1F)c1cccnc1	7	i	2
CN(Cc1nc(-c2cccnc2)no1)S(=O)(=O)c1ccc2ccccc2c1	15	i	-16
COc1cccc(C(C(=O)NCc2ccco2)N(Cc2ccco2)C(=O)Cn2nnc3ccccc32)c1 (centres undefined)	42	i	-12
O=C(NCc1nc(-c2ccccc2)no1)Nc1ccc(F)cc1	-1	i	-4
COc1ccccc1/C=C/C(=O)OCC(=O)c1cc(C)n(C)c1C	25	.	-3
O=C1C(=O)N(Cc2cccnc2)C(c2cccc([N+](=O)[O-])c2)/C1=C(/O)c1ccc2c(c1)OCO2 (centres undefined)	23	i	7
O=C(CSc1ccc(-c2ccco2)nn1)c1ccccc1	28	i	-12
CC1=C(c2ccccc2)[N+](=O)C2(CCCC2)N1[O-]	4	i	-3
COc1cc(C(C)=O)ccc1OCC(=O)Nc1cc(C)on1	7	.	11
C[C@@]12C(=O)OC(=O)[C@]1(C)C1CCC2O1	28	i	3
COc1ccccc1C(=O)Nc1ccc2nc(SCC(=O)N(C)C)sc2c1	15	i	-36
O=C(NCc1ccc(F)cc1)c1cc2ccccn2n1	0	i	-7
CCc1noc(C)c1C(=O)Nc1nc2ccc(OC)cc2s1	25	i	-25
CCCCCOc1ccc(C(=O)OCC(=O)Nc2cc(C)c(C)cc2[N+](=O)[O-])cc1	5	i	-11
CC(Sc1nnc(CC(C)c2ccccc2)n1N)C(N)=O (centres undefined)	-16	i	11
CCCc1c(C(=O)Nc2cc(C(C)(C)C)on2)cnn1-c1ccccc1	5	i	-13
O=C1CC(SC(=Nc2ccccc2)Nc2ccccc2)C(=O)N1c1cccc(Cl)c1 (centres undefined)	13	i	-3
Cn1nc(C(=O)Nc2cccc(C(=O)NC3CC3)c2)c2ccccc2c1=O	5	.	-12
CCOc1ccc(C(=O)N(Cc2ccc(N(C)C)cc2)C2CCS(=O)(=O)C2)cc1 (centres undefined)	19	i	-15
Cc1snc(S(=O)(=O)/C(C#N)=N/Nc2ccc(C(F)(F)F)cc2)c1C#N	16	i	-2
CC(=O)c1ccc(NC(=O)COC(=O)c2nc(Cl)ccc2Cl)cc1	1	i	6
CCc1cc(=O)oc2c(C)c(OCC(=O)N3CCC(C(=O)O)CC3)ccc12	9	i	-19
CCOc1ccc(OCc2ccc(C(=O)N3CCOCC3)cc2)cc1	4	i	-21
Cc1cc(C)c(S(N)(=O)=O)c(C)c1-n1cnnn1	4	i	-6
Oc1ccc(/C=C/c2cnccn2)cc1	11	i	-4
O=C1/C(=C/c2ccc(N3CCOCC3)o2)SC(=Nc2ccccc2)N1CCc1c[nH]c2ccccc12	1	i	75*
CCCCC1=CC2=CC(=O)C(C)(OC(=O)CC)C(=O)C2=CN1CCc1ccccn1 (centres undefined)	24	i	-21
CC(C)OC(=O)c1cc(C(=O)c2cc(F)ccc2O)coc1=N	4	i	-11
COc1ccc(C(C(=O)NC2CCCC2)N(C(=O)c2ccoc2C)c2ccccc2)cc1 (centres undefined)	16	i	-4
O=C(CCNC(=O)c1ccc(Br)cc1)Nc1ncccc1O	4	i	-13
Nc1ccc(NC(=O)NC2CCCCC2)cc1[N+](=O)[O-]	45	i	12
O=C(O)CNS(=O)(=O)c1ccc2c(c1)Cc1cc(S(=O)(=O)NCC(=O)O)ccc1-2	12	i	3
CCCCN1C(=O)NC(NC(=O)c2ccco2)(C(F)(F)F)C1=O (centres undefined)	10	i	-9
S=C1NCN(Cc2ccco2)CN1c1ccccc1	3	i	3
Cc1cccc(-n2cnc(C(=O)NC3CCCCCC3)c2)n1	24	i	-19
NNC(=O)c1oc2ccccc2c1-n1cccc1	16	i	-30
Cc1ccc(C)c(C(=O)CCC(=O)O)c1	1	i	-11
COc1ccc(C2CC(C(C)(C)C)=NN2c2ccc(S(N)(=O)=O)cc2)cc1 (centres undefined)	3	.	-4
O=C(O)/C(=C\c1cccs1)c1ccc(F)cc1	12	i	-11
O=[N+]([O-])c1ccc(C2NS(=O)(=O)N=C3CCCCCN32)cc1 (centres undefined)	5	i	-15
CCCCCCC1CCC(C(=O)NC(CCSC)C(=O)NC(C(=O)OC)C(C)C)CC1 (centres undefined)	8	i	-19
CC1CCN(c2ccccc2NC(=S)NC(=O)C(C)(C)C)CC1	9	i	-46
O=C1/C(=C/c2ccncc2)SC(=S)N1C1CCS(=O)(=O)C1 (centres undefined)	47	i	-5
COc1cccc(Oc2ccc3nnc(C(F)(F)F)n3n2)c1	28	i	20
Cc1ccc(S(=O)(=O)N2CCN(c3ncccn3)CC2)cc1C	3	i	-12
Cc1cccc(C(=O)NNc2ncnc3c2cnn3C)c1	6	i	-12
Cc1cccc(/C=N/NC(=O)c2ccc(F)cc2)n1	6	i	8
CC(/C=C/C1(O)C(C)CC(O)CC1(C)C)OC1OC(CO)C(O)C(O)C1O (centres undefined)	0	i	8
COc1ccc(NC(=O)CSc2ccccc2)c(OC)c1	8	i	-16
COc1ccc([C@@H]2CC(=O)c3c(O)cc(O[C@@H]4OC(CO[C@@H]5OC(C)[C@H](O)[C@@H](O)[C@H]5O)[C@@H](O)[C@H](O)[C@H]4O)cc3O2)cc1O (some centres undefined)	3	.	-1
CC(=O)Nc1ccc(C(=O)N/C(=C/c2ccccc2)C(=O)NCc2ccco2)cc1	5	i	11
CCn1c(=O)c2cc(C(=O)NC(C)C)sc2c2ccccc21	17	i	-10
Cc1noc(C)c1S(=O)(=O)N1CCC(C(=O)Nc2ccccn2)CC1	6	i	4
Cc1cccc(NC(=O)CCS(=O)(=O)c2cc3c(cc2Cl)NC(=O)CO3)c1	8	i	-18
CCOc1ncccc1C(=O)Nc1cccc(S(=O)(=O)N2CCCCC2)c1	11	.	-13
O=C(CC1NCCNC1=O)NC1Cc2ccccc2C1 (centres undefined)	4	i	-10

An excerpt from above, limited to CHT PAM:
Molecule | CHT PAM
O=C(CC1NCCNC1=O)NC1Cc2ccccc2C1 (centres undefined) | i
CC1CCN(c2ccccc2NC(=S)NC(=O)C(C)(C)C)CC1 | i
O=C1/C(=C/c2ccncc2)SC(=S)N1C1CCS(=O)(=O)C1 (centres undefined) | i

Later entries.
SMILES	OX1R antag-1	CHT PAM	OX1R antag-2
O=C(O)CCN1C(=O)c2ccccc2C1=O	8	i	-15
CC(C)CC(=O)Nc1c2c(nn1-c1ccc(F)cc1)CSC2	27	i	-21
Cc1ccc(C(=O)COc2cc(C)nc3nncn23)cc1	1	i	-6
CCOc1ccc(S(=O)(=O)NCC(=O)NC2CCCCC2)cc1	1	.	-5
O=S(=O)(NC1CCCC1)c1cc(F)ccc1F	3	i	-10
O=C(c1noc2c1CCCC2)N1CCCC(N2CCN(c3ccccc3F)CC2)C1 (centres undefined)	14	i	-24
Cc1ccc(-c2ccc([C@H]3[C@@H]4C=CCC[C@@]4(C)C(=O)N3Cc3ccccc3)c(F)c2)cc1	33	i	-36
Cc1ccc(SCC(=O)N=C2NC(=O)CS2)cc1	4	i	-17
Cn1c(Cl)nc2c1c(=O)n(Cc1cccc(Br)c1)c(=O)n2C	15	i	-21
CCCN1CCC(NC(=O)Nc2ccc(OC)c(OC)c2)CC1	7	i	0
CCc1ccc(-c2nc(CN3CCC(C(=O)NCCc4ccc(OC)c(OC)c4)CC3)c(C)o2)cc1	17	i	-38
CC1CC(C)CN(C(=O)c2ccc(S(=O)(=O)N3CC(C)CC(C)C3)cc2)C1 (centres undefined)	13	i	-31
C/C(=N\NC(=O)CNC(=O)c1ccc2c(c1)OCCO2)c1ccco1	12	i	-32
CCN(c1cccc(C(F)(F)F)c1)S(=O)(=O)c1ccc2c(c1)CCN2C(C)=O	15	i	-24
